Assay outcomes: PubChem BioAssay, NCI
rad50 = NCI yeast anticancer drug screen, S. cerevisiae rad50 strain; % growth inhibition at 50 µM; AID 155, 2004; 10% of 79,000 active;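 further: 0% = growth of vehicle-only cultures of the same strain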
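Growth of the mutant yeast was measured after compound exposure and referenced to vehicle-treated cultures.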
yeast mec2-1 = NCI yeast anticancer drug screen, S. cerevisiae mec2-1 strain; AID 157, 2004; % growth inhibition at 50 µM; 9% of 79,000 active;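 further: 0% = growth of vehicle-only cultures of the same strain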
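Strain: mec2-1 (DNA repair/cell cycle alteration). Compound exposure, then growth measured; inhibition expressed relative to vehicle.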
mlh1 rad18 = NCI yeast anticancer drug screen, S. cerevisiae mlh1 rad18 strain; AID 175, 2004; % growth inhibition at 50 µM; 11% of 79,000 active;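 further: 0% = growth of vehicle-only cultures of the same strain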
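Cells of a genetically altered yeast strain, deficient in DNA damage repair, were treated with compound. Their growth was then compared with that of vehicle-treated cultures to give inhibition.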
cln2 rad14 = NCI yeast anticancer drug screen, S. cerevisiae cln2 rad14 strain; growth inhibition, % at 50 µM; 8.3% of 78,000 active; AID 165, 2004;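 further: 0% = growth of vehicle-only cultures of the same strain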
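Relative to vehicle controls, growth inhibition of compound-treated cln2 rad14 yeast was recorded.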
yeast sgs1 mgt1 = NCI yeast anticancer drug screen, S. cerevisiae sgs1 mgt1 strain. growth inhibition, % at 50 µM. 10% of 78,000 active;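 further: 0% = growth of vehicle-only cultures of the same strain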
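Compounds are added to genetically altered yeast, and growth is compared with cultures given vehicle alone to give percent inhibition.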
yeast bub3 = NCI yeast anticancer drug screen, S. cerevisiae bub3 mutant strain | growth inhibition, % at 50 µM | 9.9% of 78,000 active;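 further: 0% = growth of vehicle-only cultures of the same strain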
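Whole-cell yeast assay. The mutant strain was incubated with compounds, and growth inhibition was determined by comparison with vehicle-treated cells.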
* hit, by the source's call; . = not tested or not shown; & = joins results of further samples. No stated cut-off is given here; in the data, active means growth inhibition above about 70%; inactive means the rest.

SMILES	rad50	yeast mec2-1	mlh1 rad18	cln2 rad14	yeast sgs1 mgt1	yeast bub3
Cn1c(=O)c2[nH]c(CO)nc2n(C)c1=O	25.5	5.1	13.7	18.7	28.4	-12.6
COC(=O)C(CCC#N)(CCC#N)C(C)=O	-9.3&38.8	-4.2&10.1	-17.5&33.5	-23.7&8.1	-14.2&9.4	-21.2&10.6
Cc1nc(Nc2ccc(Cl)cc2)sc1C(=O)NNC(=O)C(=O)NN	80.5*	59.5	69.5	64.5	61.8	41.1
Cn1c(=O)cc2n(C)c3ccccc3n2c1=O	33.1	18.6	5.8	-5.9	1.2	6.2
O=c1c(O)c(-c2ccc(O)cc2O)oc2cc(O)cc(O)c12	-8.3	-29.2	-26.8	3.5	-3.5	-19.4
CCOC(=O)C(=O)c1c[nH]c2ccccc12	-3.4	2.5	10.0	-12.1	-2.5	6.4
COc1ccc2c(c1)[C@H]1[C@H]([C@H]3O[C@@H]1c1ccccc13)S(=O)N2 (stereo partly drawn)	6.5	-5.6	21.1	-3.9	0.2	-6.8
CCCCCCCCCCCCCCC[N+](C)(C)C	99.5*	99.3*	99.5*	99.2*	36.1	97.5*
NC(Cc1ccc(O)c(O)c1)P(=O)(O)O (stereo not drawn)	-72.8	-38.0	-27.8	-5.8	-35.7	-0.1
Cc1ccc(S(=O)(=O)N/N=C/c2cc(I)cc([N+](=O)[O-])c2O)cc1	89.3*	95.8*	96.5*	91.3*	97.7*	88.8*
O=C1C2[C@@H](C(=O)N1c1ccc(Br)cc1)C13C(=CC2([N+](=O)[O-])[C@@H]2C(=O)N(c4ccc(Br)cc4)C(=O)[C@@H]21)c1ccccc1N3c1ccccc1 (stereo partly drawn)	18.1	19.2	14.2	11.2	14.2	17.3
c1ccc2c(-c3nc4ccccc4[nH]3)cccc2c1	9.4	-6.2	1.3	-21.6	-5.9	-2.9
CCCCCCCC/C=C\CCCCCCCC(=O)NCCCOCCOCC	-34.5	-15.3	-10.3	-0.9	4.0	-4.8
CCOc1ccc(NC(=O)c2ccccc2O)cc1	26.9	14.0	43.3	-9.1	17.7	17.3
Cc1ccccc1C(=O)N1CCN(C(=O)c2ccccc2C)CC1	-7.2	-9.8	-1.9	19.8	-0.3	5.9
COC(=O)c1nc2nnc(NC(=O)Nc3ccc(Cl)cc3)n2c(-c2ccccc2)c1C	30.1	32.5	30.2	6.5	25.8	-1.4
O=[N+]([O-])c1cc(F)ccc1CCc1ccc(F)cc1[N+](=O)[O-]	31.6	-18.4	4.8	4.1	17.1	17.6
C[Si]1(C)CC[Si](C)(C)OS(=O)(=O)O1	8.2	-8.3	3.6	-49.8	-4.8	-9.1
Nc1ccccc1-n1nc2ccc3ccccc3c2n1	52.9	0.2	32.1	.	.	.
COn1nnc2ccccc21	-21.0	-13.8	-18.1	5.2	-19.9	7.9
NCCNCCNCc1c2ccccc2c(CNCCNCCN)c2ccccc12	36.2	90.9*	90.8*	89.7*	90.9*	43.8
Cc1cccc(S(=O)(=O)c2ccccc2)c1	22.9	34.1	18.6	13.1	-15.7	4.3
COc1ccc2oc(C(=O)O)cc2c1	-4.5	-3.6	0.6	-25.0	-9.1	-6.6
CC(c1ccccc1)C1OCCO1 (stereo not drawn)	-7.5	-27.4	28.7	-30.8	-15.8	-28.2
O=[N+]([O-])c1ccc2nc(N/N=C/c3ccc(O)cc3)sc2c1	-19.0	-2.0	16.3	-70.2	-22.1	-4.5
CN(C)c1nc2nccnc2c(=O)[nH]1	11.4	-1.8	-14.3	-52.5	-11.2	6.5
O=P(O)(O)OC1OC(CO)C(O)C(O)C1O (stereo not drawn)	-16.5	-26.2	-4.8	-25.6	-3.9	-24.8
CCCCCCCCCCCCCCCCS(=O)(=O)c1ccc(NN)cc1	-36.1	-46.6	-30.6	6.8	-14.9	-28.3
CC1CCCCC1(C)O (stereo not drawn)	23.9	34.6	11.4	1.8	-19.4	9.0
O=C(Nc1cccc(Cl)c1)ON1C(=O)C2C(C1=O)C1(Cl)C(Cl)C(Cl)C2(Cl)C1(Cl)Cl (stereo not drawn)	0.4	19.4	-16.1	-1.4	-15.8	-24.0
COC1=CC(=O)c2c(ccc3ncnc(N)c23)C1=O	22.0	3.4	-4.3	24.9	-6.0	17.5
CC1CC[N-]C(N)N1.CC1CC[N-]C(N)N1.[Cl][Pd][Cl] (stereo not drawn)	-3.5	-0.4	-7.1	-34.4	6.8	-0.1
COc1cccc(NC(=S)NCCCN(C)C)c1	-0.3	1.4	6.0	-9.8	7.0	42.9
Oc1ccc2ncc(CBr)c(CBr)c2c1	15.4	10.4	18.0	-1.9	7.7	-16.8
O=C(OCCOc1ccc(Cl)cc1Cl)c1ccccc1	-6.0	6.0	21.4	-18.8	-1.9	54.5
Cc1[nH]c(=O)nc(N(CCO)/N=C/c2ccc(Cl)cc2)c1C(=O)Nc1ccc(Cl)cc1	6.7	38.6	-36.0	12.4	-18.1	-13.3
Nc1nc2[nH]c(=O)cnc2c(=O)[nH]1	-17.8	-32.3	-20.7	-0.1	-26.2	-27.5
O=c1cc2n(c(=O)[nH]1)C1OC(C(O)C1O)[C@H]2CCO (stereo partly drawn)	-33.7	-33.7	-24.6	5.3	-12.8	-15.2
FC(F)(F)c1ccccc1Nc1nnc(-c2ccc(Cl)cc2Cl)o1	-2.6	-8.5	0.2	-5.2	3.5	-3.2
COc1ccc(N=Nc2c(C)c(C#N)c(=S)n(C3OC(COC(C)=O)C(OC(C)=O)C(OC(C)=O)C3OC(C)=O)c2C)cc1 (stereo not drawn)	-12.2	-12.2	15.8	3.1	9.1	-7.8
N#Cc1ccccc1	17.4	-1.1	25.7	-25.6	0.7	17.4
Cc1ccc2occ/c(=N\Nc3ccccc3)c2c1	73.8*	52.7	68.3	-23.1	82.5*	87.8*
C=NN	15.9	-10.0	21.6	16.3	-0.1	12.9
N#Cc1ncc(Cl)cc1[N+](=O)[O-]	99.5*	99.7*	99.5*	99.2*	99.5*	99.6*
O=C1OCCC1N=Cc1ccccc1O (stereo not drawn)	1.4	3.9	-3.5	-12.9	-5.9	-12.8
c1ccc(-c2oc3ccc4ccccc4c3c2-c2ccc(OCCN3CCCC3)cc2)cc1	75.8*	58.4	61.5	61.2	66.8	51.4
O=C(NCCN1CCCC1)NC1CCCCC1	-2.2	2.4	14.8	-69.5	3.9	8.2
CCSc1nc2n(c(=S)n1)CCN2C	15.4	-3.5	18.2	6.5	13.8	22.6
CC(C)C(NC(=O)c1ccccc1C(=O)O)c1ccccc1 (stereo not drawn)	6.3	-7.3	-3.7	4.5	7.1	29.6
N#Cc1c(-c2ccco2)cc(-c2ccccc2)[nH]c1=O	31.8	8.1	25.6	33.3	18.1	9.7
CN(Cc1cccc2ccccc12)Cc1cccc2ccccc12	60.5	16.7	57.8	33.2	59.7	73.7*
O=C(O)C(Cc1ccccc1)NS(=O)(=O)Cc1ccccc1 (stereo not drawn)	-14.1	-8.4	-2.1	-4.9	-4.5	-8.2
COc1ccc(N=Nc2ccc(OC)cc2C)c(C)c1	1.7	-2.3	7.2	-4.7	1.9	10.0
C/C(=N\O)c1ccc(S(=O)(=O)c2ccc([N+](=O)[O-])cc2)cc1	-2.3	-1.1	8.6	7.1	-3.2	3.4
CC(=O)Cc1ccc2[nH]c(C)cc(=O)c2c1	-2.1	5.2	4.5	-34.4	-0.2	-7.2
CC(NC(=O)c1ccccc1)C(=O)N(Cc1ccccc1)Cc1ccccc1 (stereo not drawn)	-33.4	-9.5	19.8	5.0	-7.5	14.7
COc1ccc(/C(C#N)=C/c2ccncc2)cc1	73.2*	39.2	51.3	46.4	68.0	77.4*
CCOC(Cc1ccccc1)OCC	20.9	19.9	12.7	-0.7	18.4	10.9
CN(C)CC(O)(C(=O)c1ccccc1)c1ccccc1 (stereo not drawn)	-4.3	-9.8	-6.0	-25.2	-13.5	-19.6
CC(=O)C1CC2C=CC1N(C1=CC(=O)CC(C)(C)C1)C2=O (stereo not drawn)	-4.5	2.2	1.4	2.0	-9.0	5.9

Continued.
SMILES	rad50	yeast mec2-1	mlh1 rad18	cln2 rad14	yeast sgs1 mgt1	yeast bub3
C[N+](C)(Cc1ccccc1)C1c2ccccc2-c2ccc(Cl)cc21 (stereo not drawn)	-8.2	-14.3	-7.2	-23.0	3.6	-3.0
O=C(/C=C(\C=C\c1ccccc1)c1ccccc1)CC(=O)c1ccccc1	20.3	1.3	22.5	-22.6	7.0	9.6
O=C1C2C3C=CC(O3)C2C(=O)N1N=C1CCCCC1 (stereo not drawn)	10.4	13.2	19.4	8.7	14.2	12.6
O=C1[C@H](c2ccccc2)C2c3ccccc3CCN12 (stereo partly drawn)	-3.0	9.8	-66.1	16.9	23.0	-4.7
CC(C)=NOC(=O)Nc1ccccc1	44.4	-19.8	33.9	-15.4	14.9	1.7
O=C(Cc1ccccc1)OC1CC2CC1C1CCCC21 (stereo not drawn)	26.6	-5.7	13.8	9.2	24.9	4.7
Cc1c(O)nc(N)[nH]c1=O	2.6	-24.0	-7.2	1.7	-22.6	-13.3
Cc1cc(N/N=C/c2ccccn2)nc2ccccc12	88.7*	92.3*	90.0*	83.9*	89.8*	85.7*
O=S1OCC#CCOS(=O)OCC#CCO1 (stereo not drawn)	-7.1	-23.8	7.7	-6.2	-7.5	-3.7
O=S(=O)(O)c1cc(I)c(O)c2ncccc12	18.5	1.0	45.4	-67.8	-1.1	19.4
Cc1cc(OCc2ccc3ccccc3c2)ccc1Nc1cc(=O)[nH]c(=O)[nH]1	3.6	33.6	24.4	-4.5	18.6	33.6
COC(=O)c1ccc2c(c1)nnn2C(C)=O	-9.6	-12.7	4.7	-21.9	-7.2	1.7
C=CCSc1nc2c(=O)n(C)c(=O)n(C)c2n1C	-11.3	-3.5	7.2	-27.3	-6.8	-6.8
CCOC(=O)NC(=O)CCC(=O)N(C)c1ccccc1	-16.1	6.9	-34.0	-1.4	3.9	22.6
O=C1c2ccccc2C(=O)N1CCCCCCCCCCCCCCN1C(=O)c2ccccc2C1=O	-15.3	-10.4	22.4	-6.3	-25.2	0.4
CCOc1ccc2nc3cc(I)ccc3c(N)c2c1	8.2	-24.2	27.1	-10.3	14.6	-0.1
COCC(Cl)/C(N)=N\S(=O)(=O)c1ccc(Cl)cc1 (stereo not drawn)	5.8	-17.4	5.0	14.8	15.2	26.2
CC(=O)C1=C(O)/C(=C/c2ccccc2)NC1=O	8.1	5.2	-3.2	-35.5	-6.3	-13.2

4 of the compounds above, as labelled records.
O=S(=O)(O)c1cc(I)c(O)c2ncccc12
  rad50: 18.5 | yeast mec2-1: 1.0 | mlh1 rad18: 45.4 | cln2 rad14: -67.8 | yeast sgs1 mgt1: -1.1 | yeast bub3: 19.4

Cc1cc(OCc2ccc3ccccc3c2)ccc1Nc1cc(=O)[nH]c(=O)[nH]1
  rad50: 3.6 | yeast mec2-1: 33.6 | mlh1 rad18: 24.4 | cln2 rad14: -4.5 | yeast sgs1 mgt1: 18.6 | yeast bub3: 33.6

COC(=O)c1ccc2c(c1)nnn2C(C)=O
  rad50: -9.6 | yeast mec2-1: -12.7 | mlh1 rad18: 4.7 | cln2 rad14: -21.9 | yeast sgs1 mgt1: -7.2 | yeast bub3: 1.7

C=CCSc1nc2c(=O)n(C)c(=O)n(C)c2n1C
  rad50: -11.3 | yeast mec2-1: -3.5 | mlh1 rad18: 7.2 | cln2 rad14: -27.3 | yeast sgs1 mgt1: -6.8 | yeast bub3: -6.8

The order is random; overall some 14% were active at least once.
